TRb SRC2 PPI – inhibitors of human thyroid hormone receptor beta-SRC2 interaction. AID 1469. TRbeta-SRC2 peptide binding, fluorescence polarization; receptor liganded with 1 µM T3. Potency, µM (highest dose often 106 µM), for the others: at the highest dose activity change, negative = inhibition, actives largely listed as inhibitors. P10828. 0.065% of 280,000 active;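 note: plate controls were bound peptide for no effect and peptide without receptor for full effect; nearly all actives have a fitted effect of over 50% in size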
Target sequence (P10828 whole entry, looked up): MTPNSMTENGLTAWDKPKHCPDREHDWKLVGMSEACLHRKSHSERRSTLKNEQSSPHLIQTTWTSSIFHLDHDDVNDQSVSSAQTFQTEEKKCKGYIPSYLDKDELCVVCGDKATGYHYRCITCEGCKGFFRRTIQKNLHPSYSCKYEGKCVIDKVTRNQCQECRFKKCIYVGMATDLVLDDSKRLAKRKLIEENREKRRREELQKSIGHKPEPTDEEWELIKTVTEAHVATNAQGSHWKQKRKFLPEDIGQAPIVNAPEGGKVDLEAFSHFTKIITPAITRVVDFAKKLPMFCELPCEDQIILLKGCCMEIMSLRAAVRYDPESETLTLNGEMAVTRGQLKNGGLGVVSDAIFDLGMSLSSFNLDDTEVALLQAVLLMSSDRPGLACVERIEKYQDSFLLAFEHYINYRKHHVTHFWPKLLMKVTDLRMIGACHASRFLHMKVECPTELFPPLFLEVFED
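Quantitative HTS by FP: 0.6 uM TRb LBD, 20 nM labeled SRC2 20-mer, 1 uM T3, 5% DMSO; 5 hr ambient incubation; % activity per concentration and potencies from concentration series.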
Tau FP inhib – tau fibrillization inhibition (FP); P10636; K18 P301L tau heparin fibrillization, Alexa594 FP, 6 h; Potency, µM (doses to about 57.7 µM), inactives show top-dose activity, negative = inhibition, actives largely listed as inhibitors; 0.39% of 280,000 active; AID 1468; note: nearly all actives have a fitted effect of over 55% in size
Target sequence (P10636 561-689 P618L limits assumed): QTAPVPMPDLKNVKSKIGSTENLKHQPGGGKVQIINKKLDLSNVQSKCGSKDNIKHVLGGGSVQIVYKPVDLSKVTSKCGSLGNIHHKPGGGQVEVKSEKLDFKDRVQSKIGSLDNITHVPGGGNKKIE
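K18 P301L tau (15 uM unlabeled/0.24 uM Alexa 594-labeled, final) + compound + heparin 20 uM final; 100 mM NaOAc pH 7; 6 hr 37 C; ThT 30 uM final added, 1 hr RT; FP ex 555/em 632 nm.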
RECQ1 inh – blocks DNA unwinding by human RECQ1; 0.54% of 240,000 active; RECQ1 DNA unwinding, red fluorescence kinetic read; Potency, µM (top dose mostly 57.3 µM), without a hit: top-dose activity, negative = inhibition, hits mostly inhibitors; AID 2549;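 note: plate controls were vehicle for no effect and no enzyme for full effect; nearly all actives have a fitted effect of over 30% in size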
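50 nM RECQ1T1 preincubated 15 min with compound in Tris pH 8.0 buffer with MgCl2, DTT, Tween-20 and 2.5 ug/ml poly(dI-dC); started with 200 nM TAMRA/BHQ-2 forked duplex and 2 mM ATP. Unwinding read as fluorescence (525/598 nm), two reads 2 h apart.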
TexasRed fluor – Texas Red fluorescence interference in TRb-SRC2 counter-screen; 0.29% of 280,000 active; Potency, µM (doses to about 106 µM), for inactives: at the top dose fluorescence change, negative = quenching; AID 1479; TRb/SRC2 Texas Red total fluorescence interference; active = well fitted curve in either direction with a large enough effect; inconclusive = small, poorly fitted or top-dose-only effect
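Flags fluorescent or light-absorbing compounds by total fluorescence, S + 2P, at 555 nm excitation and 632 nm emission. Mixture: 20 nM Texas Red SRC2 peptide, 0.6 uM human TRb LBD, 1 uM T3, 5% DMSO; compound exposure 5 h at ambient temperature.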
JMJD2E inh – inhibitors of human JMJD2E histone demethylase; Potency, µM (series often up to 57.1 µM), without a hit: at the top dose activity change, negative = inhibition, actives largely listed as inhibitors; JMJD2E catalytic domain, FDH-coupled NADH fluorescence (FDH is formaldehyde dehydrogenase); 1.6% of 230,000 active; active = well fitted inhibition curve with a large enough effect, not every such curve was filed as active; inconclusive = small, poorly fitted or top-dose-only effect, or another doubt; inactive = no such curve, though single readings can be large or run the other way;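 note: 0% = wells with enzyme and -100% = buffer wells without enzyme; nearly all actives have a fitted effect of over 50% in size; many of its hits are not listed in these tables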
Tau fibril ThT – blocks human tau fibril formation measured by thioflavin T | P10636 | recombinant tau K18 P301L, heparin-induced fibrillization, ThT fluorescence | Potency, µM (titrated, usually from 57.4 µM), without a hit: at the highest dose activity, negative = inhibition, most hits filed as inhibitors | 2.1% of 270,000 active | AID 1460; note: nearly all actives have a fitted effect of over 55% in size
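Fibril formation assay: tau K18 P301L at 15 uM with trace Alexa 594 label, heparin inducer 20 uM, pH 7 sodium acetate buffer, 37 C for 6 hr; endpoint ThT signal.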
L3MBTL1 block – blocks human L3MBTL1. AlphaScreen L3MBTL1–H3K9me1 peptide binding. Potency, µM (series often up to 57.1 µM), without a hit: at the top dose activity, negative = inhibition, most hits filed as inhibitors. Q9Y468. 0.66% of 230,000 active; note: nearly all actives have a fitted effect of over 60% in size
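Displacement of a biotinylated histone H3(1-15) peptide monomethylated at Lys9 (75 nM) from L3MBTL1 (50 nM) was measured by AlphaScreen after a 30 min room-temperature compound incubation; cefsulodin titration served as intraplate control.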
GoLoco inh red – inhibitors of human Gai1-RGS12 GoLoco interaction (red fluorophore). P63096. Gai1:RGS12 GoLoco peptide FP, rhodamine, 10 min. Potency, µM (doses to about 61.6 µM), for inactives: at the highest dose activity, negative = inhibition, usual class: inhibitors. 0.44% of 230,000 active; active = well fitted inhibition curve with a large enough effect, not every such curve was filed as active; inactive = no such curve, though single readings can be large or run the other way; note: nearly all actives have a fitted effect of over 30% in size; many of its hits are not listed in these tables
Target sequence (P63096 whole entry, looked up): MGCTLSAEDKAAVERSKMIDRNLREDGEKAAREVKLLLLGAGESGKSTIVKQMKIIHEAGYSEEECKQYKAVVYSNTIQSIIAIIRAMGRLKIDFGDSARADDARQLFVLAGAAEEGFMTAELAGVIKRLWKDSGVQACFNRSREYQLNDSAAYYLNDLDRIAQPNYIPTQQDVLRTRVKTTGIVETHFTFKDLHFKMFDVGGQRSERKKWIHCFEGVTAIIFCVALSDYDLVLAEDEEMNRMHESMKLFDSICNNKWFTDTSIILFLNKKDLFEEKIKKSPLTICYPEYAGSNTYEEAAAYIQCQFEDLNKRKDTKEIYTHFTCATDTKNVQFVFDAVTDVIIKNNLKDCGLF
Numbers without * were called inactive; i = inactive; ? = inconclusive; . = no result given; & = joins results of further samples; [ ] = remark or other dose. Unless noted, calls come from the whole dose curve; as a rule, active = well fitted curve in the direction sought with a large enough effect; inconclusive = small, poorly fitted or top-dose-only effect, or another doubt; inactive = no such curve, though single readings can be large; an effect the other way counts as inactive or inconclusive. Unless noted, % is set by controls: 0 for no effect and ±100 for the full control effect; potency is the fitted concentration of half-maximal effect. A portion of the library, so the mix of outcomes need not match the whole.

SMILES	TRb SRC2 PPI	Tau FP inhib	RECQ1 inh	TexasRed fluor	JMJD2E inh	Tau fibril ThT	L3MBTL1 block	GoLoco inh red
COc1ccc(N2CCN(C(=O)c3ccc(Nc4nc5ccccc5n5nnnc45)cc3)CC2)cc1	-1.1%	0.5%	.	-1.0%	.	-12.6%	.	.
CCNC(=S)Nc1ccc(NC(=O)c2ccccc2O)cc1	1.5%	5.7%	4.6%	-5.3%	?	?	-3.9%	9.9%
COC(=O)Cc1c(C)c2ccc(OCc3nn[nH]n3)c(C)c2oc1=O	-12.6%	2.7%	-3.0%	0.7%	?	-7.4%	.	2.5%
CCOC(=O)c1ccc(Oc2nc(C)nc3c2oc2ccccc23)cc1	-1.0%	-8.6%	.	-25.0%	.	-8.4%	.	.
O=C(Nc1ncccn1)c1ccc([N+](=O)[O-])cc1	7.8%	-0.6%	-3.6%	0.1%	-0.9%	-6.9%	.	-6.6%
COc1ccc(NC(=O)CCOc2ccccc2)c(OC)c1	3.8%	-8.8%	-17.8%	-3.2%	4.1%	-8.4%	4.0%	18.2%
O=C(O)c1ccc(S(=O)(=O)NC2CCCc3ccccc32)cc1 (stereo unspecified)	-10.1%	2.3%	-3.9%	0.5%	4.1%	-0.8%	8.5%	-7.4%
N#Cc1ccc(N=c2ssnc2Cl)cc1	-3.6%	?	-2.7%	-3.8%	?	20µM*	5.7%&2.2%	-42.6%
COc1ccccc1C1Nc2ccccc2-n2c(-c3ccccc3)c3c(=O)n(C)c(=O)n(C)c3c21 (stereo unspecified)	-4.1%	8.0%	.	-1.7%	.	-4.4%	.	.
O=C(NCCc1nc2ccccc2n1Cc1ccccc1F)c1ccc(F)cc1	-0.7%	-12.2%	.	-0.6%	.	-8.3%	.	.
O=C1c2ccccc2CCC1CNCCc1ccc(O)cc1 (stereo unspecified)	11.9%	10.4%	12.5%	-2.6%	.	-16.3%	.	-9.8%
CCc1ccc(S(=O)(=O)c2nnn3c2nc(NCCNC(C)=O)c2ccccc23)cc1	3.4%	-7.6%	-21.4%	0.5%	?	-16.9%	.	5.5%
O=C(NCc1n[nH]c(=S)n1-c1ccc(Br)cc1)c1ccc(S(=O)(=O)N2CCOCC2)cc1	-7.5%	-6.6%	0.7%	-2.0%	-0.4%	-2.8%	.	-25.8%
FC(F)(F)c1cc(-c2ccccc2)nc(N2CCOCC2)n1	1.6%	0.2%	-1.3%	-1.7%	-16.3%	0.8%	43.1%[activator]	-6.1%
CCc1ccc(-c2cc(C(=O)NN3CCN(C)CC3)c3ccccc3n2)cc1	9.0%	-4.2%	-7.3%	-1.3%	?	-6.2%	6.6%	2.7%
CCCn1c(C)nc2c(NCCCCN(C)C)nc(C)nc21	-0.9%	-14.6%	-0.3%	-1.4%	6.3%	?	.	-6.9%
CCOC(=O)NC(Nc1cc(C)on1)(C(F)(F)F)C(F)(F)F	-3.1%	9.3%	-0.8%	-4.2%	2.2%	4.6%	6.1%	3.3%
COc1ccc(CCN(Cc2cc3cc(C)c(C)cc3nc2Cl)C(=O)C2CC2)cc1	-7.7%	3.5%	-12.0%	0.9%	0.5%	8.2%	1.6%	2.4%
COC(=O)Nc1cc([N+](=O)[O-])ccc1OC	-4.2%	-0.6%	-2.7%	-0.7%	-2.9%	-0.3%	2.5%	9.5%
CCn1c(C)c(C(C)=O)c(NCc2ccccc2)nc1=S	0.9%	0.1%	16.5%	2.7%	-8.3%	-0.7%	-2.3%	-2.2%
Cn1c(=O)c2c(nc(SCC(=O)Nc3ccccc3)n2C)n(C)c1=O	-14.0%	-2.9%	-12.6%	2.0%	11.5%	7.8%	-1.8%	-7.0%
COc1cccc(CN2C(=O)C3(SCC(=O)N3c3ccc(F)cc3)c3ccccc32)c1 (stereo unspecified)	0.8%	-0.2%	.	-2.1%	.	3.4%	.	.
CCc1ccc(-c2nc(CS(=O)CC(=O)NCc3cccnc3)c(C)o2)cc1 (stereo unspecified)	-8.6%	-0.9%	i	-0.6%	-4.2%	-21.5%	.	11.9%
COc1ccc(Br)cc1C1Sc2ccccc2NC2=C1C(=O)c1ccccc12 (stereo unspecified)	-0.8%	-15.6%	.	0.8%	.	?	.	.
O=C1c2ccc(Br)cc2C(=O)N1c1ccc(Cc2ccncc2)cc1	7.0%	2.2%	i	0.4%	-1.4%	-15.6%	-15.0%	3.9%
CCOc1cc(C2c3c(n[nH]c3C)C(=O)N2c2ccc(C)cc2)ccc1O (stereo unspecified)	0.7%	-1.0%	-2.9%	0.2%	-5.9%	1.5%	-9.3%[11.4 µM]	-12.8%
COc1cccc(CNC(=O)C(=O)NCC(c2ccco2)S(=O)(=O)c2ccccc2)c1 (stereo unspecified)	-7.2%	1.7%	.	-0.8%	.	-2.2%	.	.
Cn1c(N=Nc2ccccc2)nc2ccccc21	5.3%	0.8%	-0.8%	-9.2%	8.1%	4.6%	?	7.0%
COc1cc2oc(=O)cc(-c3ccc(-c4ccc(NC(C)=O)cc4)cc3)c2c(OC)c1OC	0.5%	?	-7.5%	1.4%	.	-18.5%	.	-29.8%
FC(F)(F)c1n[nH]c(=S)n1/N=C/c1ccco1	-1.3%	-2.0%	-8.0%	-3.2%	-10.1%	-2.6%	12.3%	4.7%
COC(=O)CN(c1cc(OC)ccc1OC)S(=O)(=O)c1ccc(OC)c(OC)c1	2.8%	-1.7%	-5.9%	-1.4%	-2.9%	8.9%	3.9%	-1.7%
Cc1ccc2[nH]c(=O)c(C(c3nnnn3CC3CCCO3)N3CCOCC3)cc2c1 (stereo unspecified)	2.5%	0.1%	-2.3%	-0.2%	?	-1.6%	1.2%	-1.8%
Cc1sc2ncn(CC(=O)N(C)c3cccc(C(F)(F)F)c3)c(=O)c2c1S(=O)(=O)N1CCN(c2ncccn2)CC1	-24.9%[53 µM]	7.1%	.	0.0794µM*[quencher]	.	-6.9%	.	.
Cc1cccc(N=C2NC(=O)/C(=C/C=C/c3ccco3)S2)c1C	-0.3%	?	-6.2%	-1.9%	2.6%	15.8µM*	7.94µM*	120.2%[activator]
COC(=O)c1ccc(Oc2c(F)c(F)nc(N3CCOCC3)c2F)cc1	7.6%	-2.3%	1.6%	-2.3%	?	-17.0%	.	6.0%
COCCCNC(=O)C1CCN(C(=O)c2cc3sccc3n2Cc2ccc(F)cc2)CC1	-8.0%	4.0%	-5.3%	-3.0%	-5.3%	-7.5%	.	-1.4%
COc1ccc2nc(NC3=NCN(CC4CCCO4)CN3)nc(C)c2c1 (stereo unspecified)	-3.1%	-4.3%	-4.6%	-4.0%	?	-10.6%	4.9%	-1.4%
CCN(CC)S(=O)(=O)c1ccc(OC)c(NC(=S)Nc2cccc(C)c2C)c1	-2.9%	-8.5%	?	0.6%	-1.9%	5.5%	6.8%	6.4%
CCOc1ccccc1NC(=O)CCC(=O)Nc1ccccc1OCC	-3.2%	-2.2%	i	-0.5%	-3.3%	-1.0%	.	14.9%
COC(=O)C1=C(C)n2cnnc2NC1c1ccc(Cl)cc1 (stereo unspecified)	8.0%	-6.7%	-1.0%	0.4%	-4.8%	-11.8%	4.7%	3.9%

Some of the entries so far, with two lines to a compound.
Order of values: TRb SRC2 PPI	Tau FP inhib	RECQ1 inh	TexasRed fluor	JMJD2E inh	Tau fibril ThT	L3MBTL1 block	GoLoco inh red
> COc1ccc(Br)cc1C1Sc2ccccc2NC2=C1C(=O)c1ccccc12 (stereo unspecified)
    -0.8%	-15.6%	.	0.8%	.	?	.	.
> O=C1c2ccc(Br)cc2C(=O)N1c1ccc(Cc2ccncc2)cc1
    7.0%	2.2%	i	0.4%	-1.4%	-15.6%	-15.0%	3.9%
> CCOc1cc(C2c3c(n[nH]c3C)C(=O)N2c2ccc(C)cc2)ccc1O (stereo unspecified)
    0.7%	-1.0%	-2.9%	0.2%	-5.9%	1.5%	-9.3%[11.4 µM]	-12.8%
> COc1cccc(CNC(=O)C(=O)NCC(c2ccco2)S(=O)(=O)c2ccccc2)c1 (stereo unspecified)
    -7.2%	1.7%	.	-0.8%	.	-2.2%	.	.
> Cn1c(N=Nc2ccccc2)nc2ccccc21
    5.3%	0.8%	-0.8%	-9.2%	8.1%	4.6%	?	7.0%
> COc1cc2oc(=O)cc(-c3ccc(-c4ccc(NC(C)=O)cc4)cc3)c2c(OC)c1OC
    0.5%	?	-7.5%	1.4%	.	-18.5%	.	-29.8%

Continued:
SMILES	TRb SRC2 PPI	Tau FP inhib	RECQ1 inh	TexasRed fluor	JMJD2E inh	Tau fibril ThT	L3MBTL1 block	GoLoco inh red
COc1ccccc1NC(=O)CSc1ccc(-c2sc(C)nc2C)nn1	4.3%	-9.3%	.	-0.3%	.	-13.6%	.	.
CCc1cccc(C)c1NS(=O)(=O)c1ccc2c(c1)CC(C)N2C(=O)C1CC1 (stereo unspecified)	2.1%	3.5%	.	-0.6%	.	-7.4%	.	.
COc1ccc(NC(=O)C(CC(C)C)NS(=O)(=O)c2ccc3c(c2)oc(=O)n3C)cc1Cl (stereo unspecified)	2.0%	-2.2%	.	-0.9%	.	5.7%	.	.
CC(C)c1ccc(NC(=O)COc2nnc(-c3cccs3)c(-c3cccs3)n2)cc1	-1.7%	7.9%	-18.1%	-3.2%	-7.6%	?	.	38.1%[activator]
COC(C1CCCCC1)C(C)C(OCc1cccc(Br)c1)C(C)CO (stereo unspecified)	3.8%[11.2 µM]	2.7%[11.6 µM]	-3.0%[11.5 µM]	-1.4%[11.2 µM]	.	-7.9%[11.5 µM]	.	.
CC1(COc2ccc(CC3SC(=O)NC3=O)cc2)CCCCC1 (stereo unspecified)	-9.1%[201 µM]	0.1%&-3.0%&2.8%	?	-2.3%[201 µM]	-3.4%	-0.2%&-10.8%&-10.9%	.	1.0%&6.8%&3.0%
CC(NC(=O)c1ccc(N2CCCC2=O)cc1)c1ccccc1 (stereo unspecified)	3.5%	-1.1%	i	1.2%	-0.1%	-9.7%	7.6%	-14.9%
CCc1ccc(NC(=O)N2CCN(c3nnc(C)c4c(C)n(-c5ccc(Cl)cc5)nc34)CC2)cc1	-19.9%	?	.	?	.	-1.5%	.	.
